LRH-1 inv ag – inverse agonists of human LRH-1 (NR5A2); AID 602396; actives 0.13% (n = 360,000); inhibition, % at 3.6 µM; HEK293T StAR-luciferase reporter, LRH-1 transfected, 24 h; O00482;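 active means inhibition above the mean inhibition of all tested compounds plus 3 SD, cut at about 73% in these data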;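 further: 0% = DMSO wells and 100% = reporter-only cells lacking LRH-1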
Target sequence (O00482 whole entry, looked up): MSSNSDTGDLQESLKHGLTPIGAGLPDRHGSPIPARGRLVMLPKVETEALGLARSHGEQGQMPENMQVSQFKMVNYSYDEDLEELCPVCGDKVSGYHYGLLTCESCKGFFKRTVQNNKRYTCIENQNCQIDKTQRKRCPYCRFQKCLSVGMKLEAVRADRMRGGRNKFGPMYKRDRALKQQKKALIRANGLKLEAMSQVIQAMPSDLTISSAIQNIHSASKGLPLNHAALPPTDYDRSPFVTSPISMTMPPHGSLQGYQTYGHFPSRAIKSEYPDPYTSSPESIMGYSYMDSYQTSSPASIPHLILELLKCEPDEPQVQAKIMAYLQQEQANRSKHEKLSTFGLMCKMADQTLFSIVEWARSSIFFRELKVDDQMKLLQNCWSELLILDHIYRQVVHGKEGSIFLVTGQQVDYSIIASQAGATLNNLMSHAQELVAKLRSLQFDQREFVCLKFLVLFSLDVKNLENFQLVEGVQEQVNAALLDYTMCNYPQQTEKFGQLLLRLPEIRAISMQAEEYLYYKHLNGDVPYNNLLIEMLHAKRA
NCOA2 inhibitor – human SRC2 (NCOA2) inhibition; HEK293 GAL4-SRC2 luciferase reporter, luminescence; AID 651957; actives 0.17% (n = 370,000); Q15596; inhibition, % at 9 µM;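 active means inhibition above the mean inhibition of all tested compounds plus 3 SD, set per campaign, cut at about 52% in these data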;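 further: 0% = DMSO treated cells and 100% = cells given Gossypol at 36 µM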
NOD2 RIPK2 PPI – blocks binding of human NOD2 to RIPK2; O43353; inhibition, % at 4.98 µM; CHO BLA complementation NOD2-RIPK2, CCF4 ratio; actives 0.38% (n = 360,000); in the data active means inhibition above about 21%;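 further: 0% = vehicle only and 100% = reference blocker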
TWEAK Fn14 block – inhibitors of TWEAK-Fn14 interaction signaling | TWEAK-stimulated Fn14 reporter cells, luciferase luminescence, 8 h | inhibition, % at 10 µM | actives 2% (n = 360,000); in the data active means inhibition above about 50%
TROY signal inh – TROY signaling inhibition; inhibition, % at 10 µM; actives 0.98% (n = 360,000); AID 1347056; Q293 LMP1-TROYcd NF-kB luciferase reporter, 4 h;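 active means compounds whose plate-normalised and pattern-corrected inhibition of the luciferase reporter signal at the single screening dose is 50% or more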
TLR9-MyD88 inh – blocks human TLR9 binding to MyD88 | inhibition, % at 4.98 µM | Q9NR96+Q99836 | CHO BLA complementation TLR9-MyD88, CCF4 FRET ratio | actives 0.21% (n = 340,000);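 active means inhibition above the mean over all tested compounds plus 3 SD, cut at about 21% in these data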;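 further: 0% = DMSO only wells and 100% = clavulanate BLA inhibitor control wells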
SRC3 inh – inhibitors of human steroid receptor coactivator 3 (SRC3) | inhibition, % at 3.6 µM | Q9Y6Q9 | HEK293 GAL4-SRC3 luciferase reporter, luminescence | AID 588352 | actives 0.17% (n = 360,000);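 active means inhibition above a per-campaign cutoff, the mean of all compounds plus 3 SD, cut at about 60% in these data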;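 further: 0% = DMSO-treated cells and 100% = gossypol-treated cells at 36 µM; higher means less SRC3-driven luciferase light from the GAL4 reporter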
EBV LMP1 NFkB – reduces LMP1-driven NF-kappaB luciferase signal; LMP1-induced NF-kappaB luciferase reporter cells, luminescence; inhibition, % at 12.5 µM; actives 0.69% (n = 350,000); in the data active means inhibition above about 41%;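 further: 0% = neutral control wells and 100% = reference inhibitor control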
NCOA1 inh – human NCOA1 inhibition | HEK293 GAL4-SRC1 luciferase reporter, luminescence | actives 0.12% (n = 360,000) | AID 588354 | inhibition, % at 3.6 µM | Q15788;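 active means inhibition above the campaign mean plus 3 SD, with each screening campaign given its own cutoff, cut at about 60% in these data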;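 further: 0% = DMSO treated cells and 100% = gossypol at 36 µM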
NR2F2 inh – NR2F2 (human) inhibition, primary screen. P24468. actives 0.7% (n = 370,000). HEK293T NGFI-A luciferase reporter, luminescence. inhibition, % at 8.6 µM;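 active means inhibition above a per-plate cutoff, mean inhibition of test wells between control levels plus 3 SD, cut at about 38% in these data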;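 further: cells cotransfected with COUP-TFII expression vector driving the NGFI-A reporter; 0% = median of COUP-TF2 test wells and 100% = reporter-only cells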
Target sequence (P24468 whole entry, looked up): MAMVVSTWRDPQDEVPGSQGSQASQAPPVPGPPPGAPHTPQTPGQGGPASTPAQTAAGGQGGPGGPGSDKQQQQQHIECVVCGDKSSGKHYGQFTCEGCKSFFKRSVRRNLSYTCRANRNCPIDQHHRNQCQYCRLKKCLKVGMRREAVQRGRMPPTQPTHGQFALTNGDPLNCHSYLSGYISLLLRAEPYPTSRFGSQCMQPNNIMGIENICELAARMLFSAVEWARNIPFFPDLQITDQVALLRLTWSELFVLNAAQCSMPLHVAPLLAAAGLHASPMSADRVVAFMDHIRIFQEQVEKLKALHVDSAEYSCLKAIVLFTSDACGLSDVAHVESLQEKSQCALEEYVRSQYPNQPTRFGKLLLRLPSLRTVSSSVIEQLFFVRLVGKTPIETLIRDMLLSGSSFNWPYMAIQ
TRAIL sens C8 – caspase-8 TRAIL sensitization; inhibition (viability loss, TRAIL sensitization), % at 10 µM; NB7+C8 cells + TRAIL, ATPlite viability luminescence; actives 1% (n = 360,000); AID 624354;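 active means compounds causing at least 50% loss of cell viability in the single-dose screen, relative to plate controls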
* hit, by the source's call; · = not tested or not shown. Not all compounds are listed; the hit share may differ from the screen's.

SMILES | LRH-1 inv ag | NCOA2 inhibitor | NOD2 RIPK2 PPI | TWEAK Fn14 block | TROY signal inh | TLR9-MyD88 inh | SRC3 inh | EBV LMP1 NFkB | NCOA1 inh | NR2F2 inh | TRAIL sens C8
COc1cccc(S(=O)(=O)N(C)C[C@@H]2OCc3cn(nn3)CCCC(=O)N([C@@H](C)CO)C[C@H]2C)c1 | -31 | 0 | 4 | 1 | 5 | -15 | -8 | -2 | 18 | 1 | -1
Cc1ccc(NC(=O)CC2SC3=NCCCN3C2=O)c(C)c1 (centres undefined) | -14 | -30 | 2 | -6 | 0 | -3 | 2 | -1 | -10 | 5 | -11
O=C(NC(=S)NC1CCCCCC1)c1cncc(Br)c1 | -156 | -68 | -26 | -40 | -91 | 8 | -82 | -38 | -57 | -28 | -8
Cc1ccc2nc3c(cc(C(N)=S)c(=N)n3CCCOC(C)C)c(=O)n2c1 | 40 | 4 | -11 | -32 | 10 | -10 | -54 | 0 | -17 | 22 | 32
c1ccc(COc2nsnc2N2CCOCC2)cc1 | 24 | -24 | -3 | 8 | 11 | 9 | -37 | -5 | 4 | -3 | -6
Fc1ccc2c(c1)C(c1cccnc1)=NNC(c1cccs1)=N2 | -8 | -28 | 3 | -4 | -61 | 14 | 9 | -9 | -2 | -2 | 18
Cc1cc(N2CCN(C(=O)c3ccco3)CC2)n2ncnc2n1 | -5 | -9 | 1 | 1 | -6 | -8 | 7 | -1 | -1 | 2 | -21
Cc1ccc2cc(CN(Cc3ccc4c(c3)OCO4)Cc3nnnn3Cc3ccco3)c(=O)[nH]c2c1 | -3 | 15 | -10 | 9 | 5 | -4 | -4 | -1 | 0 | -4 | 3
O=C(NCc1cccnc1)c1csc([C@@H]2O[C@H](CO)[C@H](O)[C@H](O)[C@H]2O)n1 | 9 | 8 | -3 | -6 | 0 | · | 1 | · | 9 | -5 | -7
CCOC(=O)c1ccccc1Nc1cn(C(C)=O)c2ccccc12 | 25 | 7 | 7 | 0 | -10 | 0 | 23 | 1 | -6 | 5 | 11
COC(=O)c1ccc(-c2noc(CN(Cc3ccccn3)CC3CCCO3)n2)cc1 (centres undefined) | 22 | 8 | -11 | -1 | -28 | -4 | 5 | -3 | 10 | 0 | 0
Cc1ccc(C)c(NC(=O)CCN2CCN(CCO)CC2)c1 | 27 | -5 | -7 | -1 | 12 | -1 | 9 | 6 | 20 | 19 | -14
CC(C)CCN1C(=O)c2ccc(C(=O)Nc3ccccn3)cc2C1=O | -23 | -23 | -12 | -16 | -37 | -2 | -15 | 10 | -46 | -2 | -13
CCOc1ncccc1C(=O)Nc1ccc(C(=O)Nc2ccc(OC)cc2)cc1 | 1 | 5 | -6 | -30 | -8 | -3 | 1 | -1 | 3 | -10 | 6
COc1ccc(CNC(=O)CSc2n[nH]c(N)n2)cc1 | -3 | -4 | -13 | 16 | 3 | 13 | 1 | -1 | 18 | -14 | 4
COc1ncccc1C(=O)N1CCCC(N2CCN(c3cccc(Cl)c3)CC2)C1 (centres undefined) | 16 | -21 | -3 | -4 | 6 | 5 | 6 | 2 | -1 | 6 | -9
CC(=O)OCC1=C(C(=O)O)N2C(=O)C(NC(=O)COc3ccc(F)cc3)C2SC1 (centres undefined) | 1 | -4 | 2 | 2 | -5 | -13 | 7 | -2 | 3 | 17 | -8
Clc1nc(NCCc2ccccc2)c2cn[nH]c2n1 | 7 | -11 | 4 | -23 | 5 | -7 | -16 | 10 | -12 | -13 | -1
N/C(=N\S(=O)(=O)c1cc(C(F)(F)F)cc(C(F)(F)F)c1)c1ccccc1 | 19 | 13 | -16 | 4 | 2 | -1 | 11 | -2 | -9 | 3 | -1
COc1ccccc1NC(=O)CSc1nc2c(oc3ccccc32)c(=O)n1C | -24 | -10 | -7 | 11 | -6 | 4 | -3 | 0 | -15 | -1 | 12
Oc1ccc2ccccc2c1CNn1cnnc1 | 2 | 7 | -8 | -6 | -4 | 6 | 16 | -3 | 3 | -3 | 12
O[Si](CCCN1CCCCC1)(c1ccc(F)cc1)C1CCCCC1 (centres undefined) | 12 | -3 | -2 | 0 | -7 | 3 | 5 | -14 | -4 | -9 | 1
NNC(=O)c1sc2cc(C(F)(F)F)cnc2c1-c1cccs1 | -1 | -9 | -15 | -1 | -18 | · | -5 | 4 | -5 | 18 | -9
OCc1nc2c(ccc3ccccc32)[nH]1 | -17 | 4 | -14 | 10 | -1 | 0 | -40 | 3 | -16 | 1 | -16
CC(=O)Nc1cc(-c2cccc(N)c2)cn2c(-c3ccc(C(C)=O)cc3)cnc12 | 49 | -68 | -6 | 9 | -16 | · | -10 | · | -19 | 9 | 4
CCOC(=O)c1cnc2c(Cl)cc(Cl)cc2c1NCCCN1CCOCC1 | -4 | -15 | -1 | 27 | -41 | -15 | -7 | 2 | -8 | -9 | 2
O=C(COC(=O)Cn1nnc(-c2ccccc2)n1)Nc1cc(F)ccc1F | 8 | 6 | -10 | 17 | -10 | -9 | 4 | 3 | -11 | 6 | 5
CCOC(=O)c1ccc(N2C(=O)C(CC(N)=O)N(CCc3ccc(OC)c(OC)c3)C2=S)cc1 (centres undefined) | -2 | 10 | 0 | -2 | -4 | 5 | 8 | 5 | 3 | -13 | -1
O=S(=O)(c1cccs1)N1CCN(c2ccc(O)cc2)CC1 | 9 | -2 | 0 | -30 | -10 | -3 | 21 | 22 | -9 | -27 | -16
CCN(C(=O)c1cc2c(=O)n3cccc(C)c3nc2n1CCCOC)C1CCCCC1 | 7 | -4 | 0 | 5 | 12 | 0 | 8 | -1 | 10 | -4 | -6
COc1ccc2oc(=O)c(C(=O)N3CCN(c4ccccc4)CC3)cc2c1 | 5 | -1 | -11 | -19 | -29 | 9 | -8 | -6 | -13 | -15 | -19
CCOC(=O)c1ccc(NCc2ccc(N(C)C)cc2)cc1 | 0 | -20 | 4 | -12 | -31 | 2 | -18 | -7 | -15 | -19 | 5
CCCN(CC(=O)Nc1ccccc1C)C(=O)CCNC(=O)c1ccccc1Cl | 1 | -26 | -6 | 6 | 5 | -8 | -12 | 6 | -1 | 2 | 1
CC1(C)NC(=O)N(CC(O)CN2CCCC2)C1=O (centres undefined) | 14 | 15 | 0 | -14 | 5 | 0 | 4 | -48 | 11 | -2 | 3
CCCCC(=O)Nc1ccc(NCc2ccc(C)s2)cc1 | -14 | 17 | 9 | -2 | -18 | 13 | -27 | 7 | 1 | -13 | -12
C[C@H](CO)N1C[C@H](C)[C@@H](CN(C)C(=O)Nc2ccc(C(F)(F)F)cc2)Oc2ccc(NC(=O)Nc3ccccc3)cc2C1=O | -12 | -23 | 5 | 12 | 10 | -7 | 6 | -3 | 0 | -1 | 7
Cc1ccc(OCC(=O)Nc2ccc(N3CCN(S(C)(=O)=O)CC3)cc2)c(C)c1 | 5 | -15 | -8 | -14 | -9 | -6 | 16 | 11 | 19 | 3 | -4
CN1OC[C@@H]2CN(S(=O)(=O)c3cccc(C(F)(F)F)c3)[C@H](c3ccc(N4CCCCC4)cc3)C[C@@H]21 | 14 | 16 | -15 | -24 | 11 | · | 11 | · | 0 | 11 | 6
O=C(CCC(=O)Nc1ccc(F)cc1)N/N=C/c1ccc(F)cc1 | -5 | -14 | 3 | 6 | 3 | -6 | -1 | -2 | 0 | -9 | -9
C=CC[C@H](CC(=O)NCCO)C(=O)N[C@H](C)COC(=O)[C@@H](CC=C)Cc1ccc(F)cc1 | 11 | -11 | -9 | 7 | -1 | 6 | 15 | 8 | -5 | 5 | 1

2 entries from above in a different format:
CCN(C(=O)c1cc2c(=O)n3cccc(C)c3nc2n1CCCOC)C1CCCCC1
  LRH-1 inv ag: 7
  NCOA2 inhibitor: -4
  NOD2 RIPK2 PPI: 0
  TWEAK Fn14 block: 5
  TROY signal inh: 12
  TLR9-MyD88 inh: 0
  SRC3 inh: 8
  EBV LMP1 NFkB: -1
  NCOA1 inh: 10
  NR2F2 inh: -4
  TRAIL sens C8: -6

Oc1ccc2ccccc2c1CNn1cnnc1
  LRH-1 inv ag: 2
  NCOA2 inhibitor: 7
  NOD2 RIPK2 PPI: -8
  TWEAK Fn14 block: -6
  TROY signal inh: -4
  TLR9-MyD88 inh: 6
  SRC3 inh: 16
  EBV LMP1 NFkB: -3
  NCOA1 inh: 3
  NR2F2 inh: -3
  TRAIL sens C8: 12

Continuation:
SMILES | LRH-1 inv ag | NCOA2 inhibitor | NOD2 RIPK2 PPI | TWEAK Fn14 block | TROY signal inh | TLR9-MyD88 inh | SRC3 inh | EBV LMP1 NFkB | NCOA1 inh | NR2F2 inh | TRAIL sens C8
OC(c1ccc(F)cc1)c1ncc(-c2ccc(Oc3ccccc3)cc2)[nH]1 (centres undefined) | -36 | -35 | 2 | 12 | 15 | · | -29 | · | -17 | -7 | -10
C=CCNc1nc2ccccc2nc1NS(=O)(=O)c1ccc(Br)cc1 | -7 | -11 | -4 | 23 | 26 | -7 | 10 | 4 | 4 | 11 | 3
COc1ccc(CCNS(=O)(=O)c2ccc(Br)cc2)cc1 | 7 | -2 | -11 | -15 | -6 | 5 | 4 | 1 | 4 | 9 | 12
COC(=O)c1c(-c2ccc(C)cc2)csc1NC(=S)NC(=O)c1cc(OC)cc(OC)c1 | 3 | 20 | 2 | 1 | -3 | -8 | 4 | -2 | -4 | 3 | -5
CC(=O)NCC(=O)NC1CC(C)(C)Cc2c1cnn2-c1ccccc1 (centres undefined) | 6 | -2 | 4 | 6 | -2 | -3 | 0 | 9 | 4 | 3 | 1
COc1ccc(NC(=O)NC2(C(=O)N3CCN4CCCC4C3)CCCCC2)cc1 (centres undefined) | -3 | -17 | -1 | 7 | 2 | -7 | -8 | -6 | 0 | -24 | 11
S=C(Nc1ccc(Cl)cc1)NC1CC2CCCC(C1)N2C1CCCC1 (centres undefined) | -32 | -1 | -7 | 5 | -5 | 2 | 23 | -8 | 3 | 5 | 16
O=c1[nH]cc(S(=O)(=O)N2CCN(c3cccc(Cl)c3)CC2)c(=O)[nH]1 | -12 | -9 | -6 | -15 | 4 | 7 | 10 | 0 | 1 | -9 | -4
O=C(Cn1nc(-c2nn(CC(=O)c3ccccc3)c3[n+]2CCCCC3)[n+]2c1CCCCC2)c1ccccc1 | -9 | 13 | 0 | 12 | -5 | · | -3 | · | -17 | 12 | 11
O=C(Nc1ccc(F)cc1)Nc1ccc(N2CCCC2)c(S(=O)(=O)Nc2ccccc2Cl)c1 | 12 | 6 | 3 | 75* | 24 | 0 | -1 | 14 | -1 | -6 | 25
COCCNc1nc(NCc2cccs2)nc2ccsc12 | 10 | 24 | -12 | -34 | -5 | · | 2 | · | 19 | 10 | -19
C/C(N)=C(/C#N)C(=O)CSc1ccccc1F | -70 | -64 | 0 | -2 | -32 | -2 | -53 | -29 | -89 | -43 | 5
CCN1CCN(C(=O)c2sc3nc(C)nc(N4CCC(C)CC4)c3c2C)CC1 | 5 | -19 | -8 | -23 | -20 | -5 | 14 | -1 | -10 | -8 | 9
COc1ccc(CNCc2c(F)cccc2F)cc1OC | -3 | -37 | -6 | 8 | -10 | 3 | 2 | -2 | 5 | -10 | 6
O=C(c1c[nH]c2ccc(S(=O)(=O)N3CCOCC3)cc2c1=O)N1CCN(c2ccccn2)CC1 | 13 | 6 | -19 | -19 | -5 | 12 | 11 | -6 | 9 | 3 | -11
C=CCN(Cc1cc(OC)ccc1OC)C(=O)c1cc2ccc(OC)cc2[nH]1 | 13 | 1 | 4 | 22 | 19 | 5 | 8 | -3 | -5 | -8 | -11

Compound activity as filed in PubChem BioAssay.
